PfHsp40 rescue = rescue of yeast from PfHsp40 toxicity, primary screen, S. cerevisiae, ATP luminescence. S. cerevisiae expressing PfHsp40, growth rescue. growth rescue, % at 12.5 µM. 340,000 tested, 0.68% active. AID 504582, 2011; in the data active means growth rescue above about 28%, passing the limit was not always enough; inconclusive means no clear call, values can overlap the other calls;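 further: yeast W303a lacking pdr1 and pdr3 grown in galactose medium; growth measured after three days at 30 °C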
VHR inh abs = VHR1 phosphatase inhibitors, primary screen, biochemical, absorbance, uHTS | recombinant VHR phosphatase, pNPP absorbance | inhibition, % at 13.3 µM | 290,000 tested, 0.52% active | Dual specificity protein phosphatase 3 (Homo sapiens), P51452; in the data active means inhibition above about 50%; further: some compounds called inactive have numbers as strong as hits
Target sequence (P51452 whole entry, looked up): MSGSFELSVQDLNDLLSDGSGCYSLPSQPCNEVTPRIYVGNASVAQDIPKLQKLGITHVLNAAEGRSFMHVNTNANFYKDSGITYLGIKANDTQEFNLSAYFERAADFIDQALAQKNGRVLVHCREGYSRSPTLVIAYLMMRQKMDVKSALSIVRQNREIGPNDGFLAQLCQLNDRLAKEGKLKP
Rv3671c protease = Rv3671c serine protease inhibitors, primary screen, biochemical, fluorescence polarization, M. tuberculosis H37Rv | AID 2606, 2010 | inhibition, % at 5.96 µM | 320,000 tested, 0.048% active | P9WHR9; in the data active means inhibition above about 38%;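 further: extracellular domain of Rv3671c used as enzyme; 0% = enzyme with DMSO and 100% = no enzyme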
Target sequence (P9WHR9 whole entry, looked up, the tested form may be a part): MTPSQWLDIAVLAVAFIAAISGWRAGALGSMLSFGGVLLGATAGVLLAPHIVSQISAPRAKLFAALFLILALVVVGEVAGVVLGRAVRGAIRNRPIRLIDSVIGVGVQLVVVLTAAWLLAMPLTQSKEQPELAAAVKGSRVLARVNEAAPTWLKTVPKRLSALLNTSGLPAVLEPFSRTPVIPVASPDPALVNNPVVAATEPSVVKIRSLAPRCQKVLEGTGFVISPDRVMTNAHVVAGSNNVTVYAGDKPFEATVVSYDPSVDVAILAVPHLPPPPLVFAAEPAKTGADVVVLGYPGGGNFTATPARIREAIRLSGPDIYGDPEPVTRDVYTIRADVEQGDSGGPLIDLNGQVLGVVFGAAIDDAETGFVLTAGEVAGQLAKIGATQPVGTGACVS
SARS 3CLpro inh = SARS-CoV 3CLpro protease inhibitors, primary screen, biochemical, quenched FRET; Replicase polyprotein 1ab (Severe acute respiratory syndrome coronavirus), P0C6X7; recombinant SARS-CoV 3CLpro, quenched FRET peptide cleavage; inhibition, % at 6 µM; 290,000 tested, 0.14% active; AID 1706, 2009; in the data active means inhibition above about 12%
TcdB GH inh = TcdB glycohydrolase inhibitors, primary screen, biochemical, single point, plate reader | Toxin B (Clostridioides difficile), P18177 | TcdB glycohydrolase enzymatic assay | inhibition, % at 9.99 µM | 350,000 tested, 0.24% active | AID 652162, 2013; in the data active means inhibition above about 10%
SSB-PriA inh = inhibitors of Klebsiella pneumoniae PriA binding to SSB C-terminal tail, primary screen, biochemical, AlphaScreen; AlphaScreen SSBct-PriA binding, biotinylated peptide; inhibition, % at 33 µM; 430,000 tested, 0.6% active; in the data active means inhibition mostly above about 37%, no sharp cut-off; inactive means mostly below about 20%;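 further: plate controls were negative control peptide for no effect and reference peptide for full effect; strong numbers were not always called active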
MazF activator = activators of E. coli MazEF toxin-antitoxin RNase, primary screen, biochemical, fluorescence, uHTS | Endoribonuclease toxin MazF (Escherichia coli (strain K12)), P0AE70 | AID 504720, 2011 | activation, % at 20 µM | FAM/BHQ RNA-DNA oligo cleavage fluorescence, 5 h | 350,000 tested, 0.32% active; in the data active means activation above about 50%
Target sequence (P0AE70 whole entry, looked up): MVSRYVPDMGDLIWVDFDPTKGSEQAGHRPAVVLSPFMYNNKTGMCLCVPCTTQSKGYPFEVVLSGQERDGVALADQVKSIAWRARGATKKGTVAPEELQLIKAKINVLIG
Yp Topo-I inh = Yersinia pestis topoisomerase I inhibitors, primary screen, biochemical, cleavage product accumulation, plate reader, single point; DNA topoisomerase I (Yersinia pestis CO92); Y. pestis Topo-I cleavage product accumulation; activity, % at 10 µM; 360,000 tested, 0.064% active; in the data active means activity above about 50%, passing the limit was not always enough; inconclusive means no clear call, values can overlap the other calls; further: inactives centre near 2
Anthrax LF inh2 = Bacillus anthracis LF protease inhibitors, primary screen, biochemical, multiplex microsphere, MLPCN library. Lethal factor (Bacillus anthracis), P15917. inhibition, % at 10 µM. AID 588501, 2011. multiplex microsphere protease cleavage assay. 360,000 tested, 0.12% active; in the data active means inhibition above about 30%; inconclusive means no clear call, values can overlap the other calls; further: plate controls were buffer without enzyme for full effect and enzyme alone for no effect
Vc quorum ag = inducers of Vibrio cholerae quorum light production without autoinducers, primary screen, BH1578 luxS cqsA deficient, single point. V. cholerae BH1578 lux reporter, luminescence, 6 h. activation, % at 18.7 µM. 350,000 tested, 0.16% active; in the data active means activation mostly above about 9.7%, no sharp cut-off; inconclusive means no clear call, values can overlap the other calls; inactive means mostly below about 3.7%; further: not every result past the cut was called active; inactives centre near 0; reference of the scale not given here
An asterisk follows results filed as active; i = inactive; ? = inconclusive; . = no result given; & = joins results of further samples. Only part of the results is shown, so the mix of outcomes need not match the whole.

Values run as follows: VHR inh abs	Yp Topo-I inh	PfHsp40 rescue	Rv3671c protease	SARS 3CLpro inh	TcdB GH inh	MazF activator	Vc quorum ag	SSB-PriA inh	Anthrax LF inh2
> O=[N+]([O-])c1ccc(/C=C/C2=NN(c3ccccc3)C(c3ccco3)C2)cc1 (centres undefined)
  -6	-14	1.1	-88	2	.	-22	-0.1	3	40*
> CC1(c2nnc(-c3cccc(Cl)c3)o2)CC(c2ccc(OC(F)(F)F)cc2)=NO1 (centres undefined)
  24	22	-0.7	-15	7	-0.5	1	-0.4	-5	-1
> NC(=O)c1ccsc1NC(=O)CSc1nnc(NC2CC2)s1
  .	-7	0.0	-2	.	0.7	6	-1.2	-6	1
> Cc1ccc(-c2nc(-c3cccnc3)no2)cc1
  -3	0	0.1	-5	-4	.	3	i	-11	-2
> O=C(NC(=O)N1CCCC1)c1csnn1
  25	-2	0.3	0	1	1.4	8	-2.5	-8	-6
> Cc1cc2c(c(N3CCOCC3)n1)C(=O)OC2
  8	0	11	7	-3	.	1	i	-9	-2
> O=C1c2ccccc2COc2ccc(O)cc21
  26	-1	1.4	3	5	.	1	-6.0	-8	-3
> CCc1nccn1S(=O)(=O)c1cc(OC)ccc1OC
  9	0	0.3	-2	-3	0.1	-18	-0.2	-6	-7
> CCCCCCOc1ccc(/C=C/C(=O)N2CCOCC2)cc1OC
  -5	33	1.5	5	1	0.6	0	i	3	6
> COc1ccc(CN(C)CC(=O)Nc2ccccc2C(=O)NC2CC2)cc1F
  .	-3	-1.0	-1	.	3.0	1	0.1	-2	-1
> CCOCCc1nnc(NC(=O)Cc2c(F)cccc2Cl)s1
  6	-8	-1.2	-6	2	1.9	1	i	-12	-3
> Cc1ccc(Cn2nnc3c(=O)n(CC(=O)NCc4ccccc4)cnc32)cc1
  6	-1	2.1	-3	4	0.6	-4	-0.1	-9	-1
> Cc1ccc(OCC(=O)Nc2cccc3c2CCCC3)cc1C
  .	-5	-0.7	3	0	.	3	-1.3	0	1
> CCCNC(=O)COC(=O)c1ccccc1C(=O)c1ccc(Cl)c([N+](=O)[O-])c1
  17	6	0.1	5	0	0.1	-6	i	2	-4
> O=C(c1cn(-c2ccccc2)nc1-c1cccs1)N1CCN(c2ccccn2)CC1
  -17	26	2.2	-8	-1	.	-2	-3.1	11	1
> CCCNC(=O)C(Cc1ccc(I)cc1)NC(=O)C1CC1 (centres undefined)
  .	7	-0.3	-17	.	.	-3	1.4	-13	4
> Nc1cc(S(=O)(=O)C(F)(F)F)ccc1C(=O)O
  22	0	-0.3	-4	-3	.	-8	0.8	-20	-5
> CC(=O)OCC(=O)Nc1ccc(N=Nc2ccccc2)cc1
  8	-4	1.9	10	8	0.3	-5	0.2	33	-4
> CCc1nnc2sc(-c3ccc(NC(=O)CSc4ccc(Cl)cc4)cc3)nn12
  .	-10	0.4	-3	-6	.	-32	i	2	-12
> COc1cc(NC(=O)CN2C(=O)CSc3ccc(S(=O)(=O)N4CCCC4)cc32)cc(OC)c1
  -20	3	-0.6	-1	-3	1.4	6	i	2	-2
> COc1ccc(NC(=O)CN(C)S(=O)(=O)c2ccc(Cl)cc2)cc1Cl
  27	-11	-0.2	-3	1	.	-2	i	-7	2
> O=C(NCc1ccncc1)c1cc(S(=O)(=O)N2CCOCC2)c(Cl)cc1Cl
  .	-3	-0.8	-2	.	2.1	8	-2.3	-9	.
> O=[N+]([O-])c1ccc(N2CCN(c3ccccn3)CC2)c(Cl)c1
  6	-7	0.9	6	-1	0.0	5	i	6	-1
> CCOc1ccc2nc(SCC(=O)c3cccs3)sc2c1
  14	-5	-0.5	-4	-1	.	-6	6.7	-7	-7
> CCN1CCN(CCCNC(=O)CCC(=O)N2CC(C)Oc3ccc(C)cc32)CC1 (centres undefined)
  -14	-3	-1.0	0	1	-0.1	-6	-0.3	2	-1
> CCc1ccccc1NC(=O)CNC(=O)c1ccc(OCc2cn3ccccc3n2)cc1
  .	-5	0.3	-1	.	-0.9	-2	i	-2	-5
> O=c1c([N+](=O)[O-])cccn1Cc1ccccc1Cl
  29	-15	0.1	0	0	0.5	4	-0.3	5	-1
> Cc1ccc(Nc2nnc(SCC(=O)Nc3cccc(S(=O)(=O)N4CCCCC4)c3)s2)cc1
  16	-4	1.1	-92	2	0.2	-2	-0.2	10	-2
> COc1ccc2[nH]cc(C(=O)N3CCCCC3)c(=O)c2c1
  19	-2	-1.5	-3	-1	.	3	i	-17	-1
> COc1ccc(NC(=O)CN(C)S(=O)(=O)c2ccc3c(c2)OCCO3)c2ncccc12
  14	-9	-1.2	-10	0	.	-4	-0.4	-8	2
> Cc1nc2ccccn2c1C(=O)NCCCN1CCOCC1
  23	-2	0.4	3	-2	.	13	.	-17	-1
> CC1CCN(C(=O)Cn2cnc3c(cnn3C(C)(C)C)c2=O)CC1
  4	-4	?	4	2	1.4	-10	i	1	-2
> CSc1n[nH]c(NCc2ccccc2)n1
  -8	-4	-0.4	2	-1	.	-3	0.6	0	0
> CC(C)=NNc1nc(-c2ccccc2)cs1
  6	-13	0.5	3	-1	2.0	-5	-0.3	14	0
> CC1CCCC(C)N1CCCNC(=O)Cn1cc2c(n1)CCCC2 (centres undefined)
  9	10	-0.6	-6	2	-0.5	1	-0.4	-18	0
> O=C(Nc1ccc(S(=O)(=O)N2CCCCC2c2cccnc2)cc1)c1ccccc1F (centres undefined)
  -3	12	1.4	-5	5	1.7	4	i	6	-1
> CCOC(=O)c1ccccc1NC(=O)c1c(O)[nH]c(=S)[nH]c1=O
  .	9	0.1	-14	.	2.2	-3	i	-1	-3
> CC(C)CN(C(=O)c1cccc(S(=O)(=O)N2CCN(Cc3ccccc3)CC2)c1)C1CCS(=O)(=O)C1 (centres undefined)
  .	34	347*	-9	.	0.5	-4	i	-16	-2
> Cc1ccc(C(=O)N2CCCC(Nc3ccc(C(C)C)cc3)C2)cn1 (centres undefined)
  -10	3	0.2	13	0	0.6	0	0.7	2	-4
> C[C@H]1COC(=O)CCC/C=C\C[C@H](CC(=O)N(CCO)Cc2ccccc2)C(=O)N1
  .	5	-0.5	6	.	1.1	6	-1.0	-4	-7

A different layout for some results above.
canonical_smiles	VHR inh abs	Yp Topo-I inh	PfHsp40 rescue	Rv3671c protease	SARS 3CLpro inh	TcdB GH inh	MazF activator	Vc quorum ag	SSB-PriA inh	Anthrax LF inh2
COc1ccc(NC(=O)CN(C)S(=O)(=O)c2ccc3c(c2)OCCO3)c2ncccc12	14	-9	-1.2	-10	0	.	-4	-0.4	-8	2
Cc1nc2ccccn2c1C(=O)NCCCN1CCOCC1	23	-2	0.4	3	-2	.	13	.	-17	-1
CC1CCN(C(=O)Cn2cnc3c(cnn3C(C)(C)C)c2=O)CC1	4	-4	?	4	2	1.4	-10	i	1	-2
CSc1n[nH]c(NCc2ccccc2)n1	-8	-4	-0.4	2	-1	.	-3	0.6	0	0
CC(C)=NNc1nc(-c2ccccc2)cs1	6	-13	0.5	3	-1	2.0	-5	-0.3	14	0
CC1CCCC(C)N1CCCNC(=O)Cn1cc2c(n1)CCCC2 (centres undefined)	9	10	-0.6	-6	2	-0.5	1	-0.4	-18	0
O=C(Nc1ccc(S(=O)(=O)N2CCCCC2c2cccnc2)cc1)c1ccccc1F (centres undefined)	-3	12	1.4	-5	5	1.7	4	i	6	-1
CCOC(=O)c1ccccc1NC(=O)c1c(O)[nH]c(=S)[nH]c1=O	.	9	0.1	-14	.	2.2	-3	i	-1	-3
CC(C)CN(C(=O)c1cccc(S(=O)(=O)N2CCN(Cc3ccccc3)CC2)c1)C1CCS(=O)(=O)C1 (centres undefined)	.	34	347*	-9	.	0.5	-4	i	-16	-2
Cc1ccc(C(=O)N2CCCC(Nc3ccc(C(C)C)cc3)C2)cn1 (centres undefined)	-10	3	0.2	13	0	0.6	0	0.7	2	-4
C[C@H]1COC(=O)CCC/C=C\C[C@H](CC(=O)N(CCO)Cc2ccccc2)C(=O)N1	.	5	-0.5	6	.	1.1	6	-1.0	-4	-7

(cont.)
Values run as follows: VHR inh abs	Yp Topo-I inh	PfHsp40 rescue	Rv3671c protease	SARS 3CLpro inh	TcdB GH inh	MazF activator	Vc quorum ag	SSB-PriA inh	Anthrax LF inh2
> Nc1cc(=O)[nH]c2ncnn12
  .	4	-0.6	.	.	0.3	0	-2.9	-4	3
> Cc1cccc(/C=C/C(=O)c2ccc(NC3=NCCCS3)cc2)c1
  -4	8	0.8	26	4	0.4	-8	0.6	12	-2
> C/C=C/CSc1nc2c(c(=O)[nH]c(=O)n2C)n1C(C)C
  20	0	0.0	-5	4	.	2	3.1	-6	0
> Cc1ccc(C(=O)NCC(=O)OCC(=O)Nc2ncc(C(F)(F)F)cc2Cl)cc1
  9	-2	-0.5	-1	7	1.7	-7	i	-1	0
> COc1cc(NC(=O)CSc2ncnc3c2cnn3Cc2ccccc2)cc(OC)c1
  31	1	0.8	1	-2	.	-7	.	-1	-12
> Cc1cc(C)nc(NC(=O)CN2C(=O)c3ccccc3S2(=O)=O)n1
  .	0	0.7	10	.	-1.4	-1	-0.4	1&-3	.
> O=C(Cc1ccsc1)Nc1ccccc1F
  31	6	-0.3	-1	-3	-0.9	-6	-0.3	-3	2
> Cc1cc(C)c(S(=O)(=O)NCCn2ccc3ccccc32)c(C)c1
  19	30	1.3	3	4	0.1	1	i	-17&-5	4
> CCC(C)N(C(=O)CSc1ncnc2sccc12)C1CCS(=O)(=O)C1 (centres undefined)
  .	-11	-0.2	-1	.	1.3	2	i	-9	.
> Cn1c(CNC(=O)c2cccs2)n[nH]c1=S
  -14	0	0.0	-13	4	0.5	-4	-0.3	-1	-1
> COC(=O)C1=CO[C@@H](C)[C@H]2CN3CCc4c([nH]c5ccccc45)[C@@H]3C[C@H]12
  .	2	-1.1	5	.	1.6	-5	-0.8	5	0
> Nc1nc(-c2ccc3c(c2)NC(=O)CO3)cs1
  29	-5	1.1	15	-2	.	-14	-0.6	21&-5	-4
> CCCc1nc(N)c(C#N)c(-c2cccnc2)c1CC
  8	12	-0.8	4	-1	-0.3	3	-0.4	-31	-7
> O=C(Nc1ccc(S(=O)(=O)N2CCCCC2)cc1)c1ccncc1
  22	3	0.9	6	-4	.	-18	i	-14	8
> Fc1cccc(/C=N/Nc2nccnc2Cl)c1
  30	2	4.1	-3	-2	1.2	4	i	.	20
> CSc1ccc(C(=O)c2[nH]c(=O)[nH]c2C)cc1
  .	2	-0.2	-4	.	1.4	0	-0.7	2	-8
> COc1ccc(/C=N/Nc2nc(Nc3ccccc3)nc(N3CCCC3)n2)cc1
  -5	-1	-0.1	12	5	-0.8	4	i	.	-2
> O=C(NC1CCCC1)C(c1ccncc1)N(C(=O)c1csnn1)c1ccccc1 (centres undefined)
  33	18	-0.6	1	7	-1.0	10	-0.4	2	1

Screening results: PubChem, several laboratories
